Screening results (PubChem)
ALOX12 inh = inhibitors of human 12S-lipoxygenase ALOX12; P18054; purified 12hLO, xylenol orange hydroperoxide absorbance; Potency, µM (top dose mostly 108 µM), without a hit: at the top dose activity change, negative = inhibition, actives largely listed as inhibitors; 580,000 compounds, 1.1% hits; also: % is scaled to controls: 0 for no effect and ±100 for the full control effect
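Purified human 12hLO at 150 nM in 25 mM Hepes, 0.01% Triton X-100, pH 7.0, preincubated 15 min at room temperature with compound. Reaction started with 40 uM arachidonic acid, 30 min at room temperature. Hydroperoxide measured by Fe-xylenol orange, 573/405 nm absorbance ratio.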
RGS4 inh = inhibitors of human regulator of G protein signaling 4 | Potency, µM (highest dose often 114 µM), for the others: at the highest dose activity change, negative = inhibition, hits mostly inhibitors | 390,000 compounds, 0.039% hits | Transcreener GDP fluorescence polarization, RGS4-accelerated GTP hydrolysis | P49798 | AID 504845; also: % is scaled to controls: 0 for no effect and ±100 for the full control effect; nearly all actives have a fitted effect of over 75% in size; some results filed as inactive show a strong effect at the top dose
Target sequence (P49798 whole entry, looked up): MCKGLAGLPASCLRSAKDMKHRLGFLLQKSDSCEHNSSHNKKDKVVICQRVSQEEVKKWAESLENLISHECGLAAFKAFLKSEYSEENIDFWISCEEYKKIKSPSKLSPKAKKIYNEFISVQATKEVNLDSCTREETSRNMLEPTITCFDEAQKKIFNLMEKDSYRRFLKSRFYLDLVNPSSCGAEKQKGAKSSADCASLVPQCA
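MLSMR compounds (23 nl, pin-transferred) preincubated 10 min at room temperature with a 500nM (2x) first reagent, then RGS4 at 900nM (2x) plus Transcreener GDP mix added; fluorescence polarization (620/688 nm) read before and after 90 min at 30 °C.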
Vif-A3F inh = blocks the Vif interaction with APOBEC3F. AID 602313. HeLa A3F-eYFP + Vif (tagged APOBEC3F with the HIV-1 protein that degrades it), YFP fluorescence increase. 390,000 compounds, 0.2% hits. Potency, µM (titrated, usually from 46.1 µM), for inactives: at the highest dose activity, negative = active; also: % of control where 0% means no effect; nearly all actives have a fitted effect of over 65% in size
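HeLa cells stably expressing A3F-eYFP plus Vif, plated and incubated overnight at 37 deg C, then exposed to compounds overnight at 37 deg C. Blocked degradation read as raised yellow fluorescence (Ex 488/Em 500-530).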
TrxR1 inh = blocks rat thioredoxin reductase 1; O89049; 390,000 compounds, 1% hits; AID 588453; recombinant rTrxR1, NADPH fluorescence consumption, selenite substrate; Potency, µM (doses to about 114 µM), inactives show at the highest dose activity change, negative = inhibition, actives largely listed as inhibitors; also: % is scaled to controls: 0 for no effect and ±100 for the full control effect; nearly all actives have a fitted effect of over 65% in size
Target sequence (O89049 whole entry, looked up): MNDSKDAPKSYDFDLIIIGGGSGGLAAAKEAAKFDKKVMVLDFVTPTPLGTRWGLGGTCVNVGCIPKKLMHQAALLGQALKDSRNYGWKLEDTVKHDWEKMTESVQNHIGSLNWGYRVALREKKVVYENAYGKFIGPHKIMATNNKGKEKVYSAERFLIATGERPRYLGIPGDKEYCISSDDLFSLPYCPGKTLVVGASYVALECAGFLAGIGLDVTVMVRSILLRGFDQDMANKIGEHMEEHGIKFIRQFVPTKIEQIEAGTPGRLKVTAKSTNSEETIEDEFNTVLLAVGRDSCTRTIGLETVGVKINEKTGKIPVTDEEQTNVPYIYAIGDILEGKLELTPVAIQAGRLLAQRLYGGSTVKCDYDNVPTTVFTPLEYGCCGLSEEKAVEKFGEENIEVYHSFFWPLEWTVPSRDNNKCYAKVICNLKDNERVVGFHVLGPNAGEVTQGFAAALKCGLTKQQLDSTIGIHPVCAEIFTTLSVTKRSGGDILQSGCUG
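Rat TrxR1 (90 nM in the dispensed reagent) was pre-reduced with 400 uM NADPH for 5 min at room temperature, then incubated with compound for 15 min. After 400 uM selenite was added, NADPH fluorescence (Ex 340/Em 450 nm) was followed for 8 min.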
Vif-A3G inh = Vif-A3G binding inhibition; Q9HC16; HeLa A3G-eYFP + Vif (tagged APOBEC3G with the HIV-1 protein that degrades it), YFP fluorescence, overnight; Potency, µM (doses to about 46.1 µM), inactives show at the top dose activity, negative = active, most hits filed as inhibitors; 410,000 compounds, 0.076% hits;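 also: % is scaled to controls: 0 for no effect and ±100 for the full control effect; nearly all actives have a fitted effect of over 60% in size; hits raise eYFP signal because A3G escapes Vif-driven loss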
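Read-out is eYFP fluorescence (Ex 488/Em 500-530) from Vif-expressing HeLa A3G-eYFP cells; more signal means A3G escaped Vif-mediated degradation. Cells plated overnight, compound pinned in, incubated overnight at 37 deg C.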
TrxR1 substrate = rat thioredoxin reductase 1 substrate activity | O89049 | purified TrxR1 substrate turnover, NADPH consumption readout | 390,000 compounds, 0.01% hits | Potency, µM (titrated, usually from 114 µM), for the others: at the highest dose activity change, negative = substrate turnover | AID 588456; also: % is scaled to controls: 0 for no effect and ±100 for the full control effect; nearly all actives have a fitted effect of over 50% in size
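Rat TrxR1, dispensed at 90 nM, was prereduced with 400 uM NADPH (final) for 5 min at ~22 deg C, then incubated with compound 15 min before 400 uM selenite. A first-read NADPH fluorescence drop versus no-compound background flagged substrates.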
mIDH1 inhibitor = human IDH1 R132H inhibition | O75874 | IDH1-R132H enzyme, NADPH consumption, diaphorase/resazurin fluorescence | Potency, µM (highest dose often 76.6 µM), inactives show at the highest dose activity change, negative = inhibition, most hits filed as inhibitors | 390,000 compounds, 0.093% hits; also: % is scaled to controls: 0 for no effect and ±100 for the full control effect; nearly all actives have a fitted effect of over 65% in size
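IDH1-R132H (0.5 ug/mL) preincubated 30 min with compound, then NADPH (0.016 mM) and alpha-KG (2 mM) added; 80 min at RT, pH 7.5. Remaining NADPH coupled via diaphorase/resazurin to fluorescence (540/590 nm); concentration-response curves normalized to no-enzyme control.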
RXFP1 ag = RXFP1 (human) receptor agonism. HEK293T-RXFP1 cAMP TR-FRET, 30 min; response scale: percent of porcine relaxin response, buffer zero. 370,000 compounds, 0.3% hits. Q9HBX9. Potency, µM (series often up to 57.5 µM), for inactives: top-dose activation, usual class: activators; also: % is scaled to controls: 0 for no effect and ±100 for the full control effect; nearly all actives have a fitted effect of over 60% in size; many of its hits are not listed in these tables
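HEK293 cells stably expressing RXFP1, treated 30 min at 37C with compounds plus PDE4 inhibitor Ro 20174; cAMP measured by HTRF TR-FRET. Normalized to buffer and 29 nM porcine relaxin; EC50 by Hill fit.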
USP1-UAF1 inh = blocks the human USP1/UAF1 deubiquitinase complex; recombinant USP1/UAF1, Ub-Rhodamine cleavage fluorescence; Potency, µM (doses to about 57.1 µM), for the others: at the highest dose activity change, negative = inhibition, usual class: inhibitors; 390,000 compounds, 0.23% hits; also: % is scaled to controls: 0 for no effect and ±100 for the full control effect; nearly all actives have a fitted effect of over 60% in size; inactives centre near -12
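1 nM enzyme complex + cpd, 15 min RT; start with Ub-Rho 150nM final; kinetic fluorescence ex 480/em 540, 6 reads q60 s. Buffer 50mM HEPES pH 7.8, 0.5mM EDTA, 0.1 mg/ml BSA, 1mM TCEP, 0.01% Tween-20.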
Numbers without * were called inactive; [ ] = dose if it differs, or a comment. Calls follow the shape of the dose curve; as a rule, active = well fitted curve in the direction sought with a large enough effect; inconclusive = small, poorly fitted or top-dose-only effect, or another doubt; inactive = no such curve, though single readings can be large; an effect the other way counts as inactive or inconclusive. Potency is read from the fitted curve at half-maximal effect. These rows are one share of the data (hit frequency here may not be typical).

Screening O=C(CCC(=O)Nc1ccc(Br)cc1)N/N=C/c1ccc(O)cc1 returned ALOX12 inh -48%, RGS4 inh 9%, Vif-A3F inh 0%, TrxR1 inh 23%, Vif-A3G inh -15%, TrxR1 substrate -1%, mIDH1 inhibitor 2%, RXFP1 ag 4.4% and USP1-UAF1 inh -4%.
Cc1ccc(-c2nnc(SCC(=O)Nc3ccc4c(c3)OCCO4)n2N)cc1 was read as ALOX12 inh 3%, RGS4 inh -20%, Vif-A3F inh -7%, TrxR1 inh 6%[57.1 µM], Vif-A3G inh -11%, TrxR1 substrate 5%, mIDH1 inhibitor 1%, RXFP1 ag 0.1% and USP1-UAF1 inh -8%.
For Cc1ccccc1NC(=O)CSc1nnc(Cc2cccn2C)n1-c1ccc(F)cc1 the results were ALOX12 inh 2%, RGS4 inh 1%, Vif-A3F inh 1%, TrxR1 inh 12%[57.1 µM], Vif-A3G inh -2%, TrxR1 substrate 3%[57.1 µM], mIDH1 inhibitor -2%, RXFP1 ag 0.3% and USP1-UAF1 inh -11%.
Screening O=C(CN(CCO)c1ccccc1)NC12CC3CC(CC(C3)C1)C2 returned ALOX12 inh 24%, RGS4 inh 10%, Vif-A3F inh -7%, TrxR1 inh 8%, Vif-A3G inh 3%, TrxR1 substrate 4%, mIDH1 inhibitor -3%, RXFP1 ag 1.4% and USP1-UAF1 inh -18%.
For O=C(CSc1ccc2nnc(CCNC(=O)c3ccccc3)n2n1)Nc1ccc(F)cc1F the results were ALOX12 inh 98%[activator], RGS4 inh -7%, Vif-A3F inh 1%, TrxR1 inh -6%, Vif-A3G inh 0%, TrxR1 substrate -2%, mIDH1 inhibitor 8%, RXFP1 ag 1.1% and USP1-UAF1 inh -20%.
N#Cc1c(C(F)(F)F)cc(-c2ccccc2)nc1SCc1nc(N)nc(N2CCOCC2)n1 was read as ALOX12 inh -20%, RGS4 inh -8%, Vif-A3F inh 11µM*, TrxR1 inh 12%[11.4 µM], Vif-A3G inh inconclusive, TrxR1 substrate 6%[57.1 µM], mIDH1 inhibitor -6%, RXFP1 ag 0.1% and USP1-UAF1 inh -16%.
For Cc1cc(C)c(NC(=O)c2ccc3nc(C(C)C)oc3c2)c(C)c1 the results were ALOX12 inh -18%, RGS4 inh 6%, Vif-A3F inh -6%, TrxR1 inh 11%[57.1 µM], Vif-A3G inh 6%, TrxR1 substrate -3%[57.1 µM], mIDH1 inhibitor 0%, RXFP1 ag 0.3% and USP1-UAF1 inh -25%.
For O=C(Nc1ccncc1)c1c(Cl)cccc1Cl the results were ALOX12 inh 12%, RGS4 inh -14%, Vif-A3F inh 2%, TrxR1 inh 14%, Vif-A3G inh 4%, TrxR1 substrate 4%, mIDH1 inhibitor 0%, RXFP1 ag 2.0% and USP1-UAF1 inh -9%.
For S=C(NCC(c1ccco1)N1CCCC1)Nc1ccccc1 (stereo not given) the results were ALOX12 inh inconclusive, RGS4 inh -2%, Vif-A3F inh 11%, TrxR1 inh 5%, Vif-A3G inh 0%, TrxR1 substrate -1%, mIDH1 inhibitor 7%, RXFP1 ag 0.7% and USP1-UAF1 inh -13%.
Screening COc1ccc(OC)c(S(=O)(=O)N2Cc3ccccc3CC2C(=O)Nc2ccc(Cl)cc2)c1 (stereo not given) returned ALOX12 inh -8%, RGS4 inh 4%, TrxR1 inh 12%, TrxR1 substrate -3%, RXFP1 ag 0.6% and USP1-UAF1 inh -26%.
C=CCN(c1ccc(C(=O)Nc2ccc(C)c(C)c2)cc1)S(C)(=O)=O was read as ALOX12 inh -13%, RGS4 inh 10%, Vif-A3F inh -2%, TrxR1 inh -4%, Vif-A3G inh -2%, TrxR1 substrate -8%, mIDH1 inhibitor 3%, RXFP1 ag 2.6% and USP1-UAF1 inh -6%.
For Cc1cc(Nc2ccc3ccccc3c2)n2ncnc2n1 the results were ALOX12 inh -16%, RGS4 inh -17%, Vif-A3F inh -10%, TrxR1 inh -21%[57.1 µM], Vif-A3G inh -10%, TrxR1 substrate 0%[57.1 µM], mIDH1 inhibitor 2%, RXFP1 ag 1.6% and USP1-UAF1 inh -1%.
Screening Cc1ccc(-c2cc(-c3ccccc3Cl)[nH]n2)c(O)c1 returned ALOX12 inh inconclusive, RGS4 inh 9%, Vif-A3F inh -5%, TrxR1 inh 12%[57.1 µM], Vif-A3G inh -6%, TrxR1 substrate 1%[57.1 µM], mIDH1 inhibitor 1%, RXFP1 ag 0.8% and USP1-UAF1 inh -24%.
`Cc1cc(C)c(C(=O)Nc2ccc(S(=O)(=O)Nc3onc(C)c3C)cc2)c(C)c1` gave ALOX12 inh -11%, RGS4 inh -18%, Vif-A3F inh 5%, TrxR1 inh 12%, Vif-A3G inh -1%, TrxR1 substrate 6%, mIDH1 inhibitor 10%, RXFP1 ag 1.4% and USP1-UAF1 inh inconclusive.
For [O-]c1c[n+](-c2ccccc2)no1 the results were ALOX12 inh inconclusive, RGS4 inh -18%, Vif-A3F inh -11%, TrxR1 inh 28%, Vif-A3G inh 0%, TrxR1 substrate 11%, mIDH1 inhibitor 11%, RXFP1 ag 1.2% and USP1-UAF1 inh -20%.
Screening CCn1cc(C(=O)Nc2ccc(C)cc2[N+](=O)[O-])c(C)n1 returned ALOX12 inh 401%[activator], RGS4 inh -9%, Vif-A3F inh 5%, TrxR1 inh 12%, Vif-A3G inh -4%, TrxR1 substrate 5%, mIDH1 inhibitor 11% and USP1-UAF1 inh -20%.
COc1cc(C(=O)Nc2cc(Cl)ccc2C)c(-n2cnnn2)cc1OC was read as ALOX12 inh -9%, RGS4 inh 8%, Vif-A3F inh -10%, TrxR1 inh 12%, Vif-A3G inh -15%, TrxR1 substrate 9%, mIDH1 inhibitor 0%, RXFP1 ag -0.4% and USP1-UAF1 inh -9%.
Nc1nnc(CC(=O)N/N=C/c2cc([N+](=O)[O-])cc(Br)c2O)s1 was read as ALOX12 inh 16µM*, RGS4 inh inconclusive, Vif-A3F inh -6%, TrxR1 inh 35µM*, Vif-A3G inh -1%, TrxR1 substrate -14%, mIDH1 inhibitor 2%, RXFP1 ag -1.0% and USP1-UAF1 inh -8%.
COCCNC(=O)C1CCC(CNS(=O)(=O)c2ccc3c(c2)CC(C)N3C(=O)C2CC2)CC1 (stereo not given) was read as ALOX12 inh -17%, RGS4 inh 17%[11.4 µM], Vif-A3F inh 3%, TrxR1 inh 7%, Vif-A3G inh 0%, TrxR1 substrate 4%, mIDH1 inhibitor 0%, RXFP1 ag 1.2% and USP1-UAF1 inh -4%.
Screening O=C(Nc1ccc(Br)cc1)c1ccc(F)c(S(=O)(=O)N2CCN(c3ccccn3)CC2)c1 returned ALOX12 inh 3%, RGS4 inh 3%, Vif-A3F inh -3%, TrxR1 inh 32%, Vif-A3G inh 0%, TrxR1 substrate 0%, mIDH1 inhibitor -9%, RXFP1 ag 0.6% and USP1-UAF1 inh -13%.
Screening CCOCc1c(C(=O)Nc2ccc(OC)nc2)oc2ccccc12 returned ALOX12 inh 0%, RGS4 inh -13%, Vif-A3F inh -22%, TrxR1 inh -15%, Vif-A3G inh -5%, TrxR1 substrate -2%, mIDH1 inhibitor 16%, RXFP1 ag -1.6% and USP1-UAF1 inh -2%.
Screening COc1ccccc1C(=O)Nc1c(C(=O)Nc2ccc(C)cc2)oc2ccccc12 returned ALOX12 inh -20%, RGS4 inh 11%, Vif-A3F inh 1%, TrxR1 inh 13%, Vif-A3G inh -8%, TrxR1 substrate 2%, mIDH1 inhibitor -3%, RXFP1 ag 0.0% and USP1-UAF1 inh -26%.
CCOC(=O)N1CCc2c(sc3c2c(=O)n(-c2ccc(CC)cc2)c(=O)n3CC(=O)c2ccccc2)C1 was read as ALOX12 inh -17%, RGS4 inh 12%, Vif-A3F inh -2%, TrxR1 inh 9%, Vif-A3G inh 3%, TrxR1 substrate -2%, mIDH1 inhibitor -12%, RXFP1 ag 0.2% and USP1-UAF1 inh -8%.
CCN(CC)C(=O)c1cncc(C(=O)N(CC)CC)c1-c1ccccc1 was read as ALOX12 inh -16%, RGS4 inh -5%, Vif-A3F inh 1%, TrxR1 inh 12%, Vif-A3G inh -8%, TrxR1 substrate 4%, mIDH1 inhibitor -1%, RXFP1 ag 0.2% and USP1-UAF1 inh -1%.
For O=C(O)c1cc(Cl)c2c(c1)[C@@H]1C=CC[C@@H]1[C@H](c1ccc(S(=O)(=O)N3CCOCC3)cc1)N2 the results were RGS4 inh inconclusive, Vif-A3F inh 1%, TrxR1 inh 2.2µM*, Vif-A3G inh 1%, TrxR1 substrate -7%, mIDH1 inhibitor 4%, RXFP1 ag -1.3% and USP1-UAF1 inh -16%.
